MazEF act – activators of E. coli MazEF toxin-antitoxin RNase, primary screen, biochemical, fluorescence, uHTS. Endoribonuclease toxin MazF (Escherichia coli (strain K12)), P0AE70. FAM/BHQ RNA-DNA oligo cleavage fluorescence, 5 h. activation, % at 20 µM. actives 0.32% (n = 350,000). AID 504720, 2011; in the data active means activation above about 50%
Target sequence (P0AE70 whole entry, looked up): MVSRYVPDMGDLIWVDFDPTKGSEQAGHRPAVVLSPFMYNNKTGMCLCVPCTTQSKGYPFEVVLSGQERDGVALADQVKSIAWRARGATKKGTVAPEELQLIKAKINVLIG
Vc quorum ag – inducers of Vibrio cholerae quorum light production without autoinducers, primary screen, BH1578 luxS cqsA deficient, single point | V. cholerae BH1578 lux reporter, luminescence, 6 h | activation, % at 18.7 µM | actives 0.16% (n = 350,000) | AID 588436, 2011; in the data active means activation mostly above about 9.7%, no sharp cut-off; further: not every result past the cut was called active; inactives centre near 0; reference of the scale not given here
3CLpro inhibitor – SARS-CoV 3CLpro protease inhibitors, primary screen, biochemical, quenched FRET | actives 0.14% (n = 290,000) | Replicase polyprotein 1ab (Severe acute respiratory syndrome coronavirus), P0C6X7 | inhibition, % at 6 µM | recombinant SARS-CoV 3CLpro, quenched FRET peptide cleavage; in the data active means inhibition above about 12%
Mtb BioA inh – M. tuberculosis BioA enzyme inhibitors, primary screen, biochemical, plate reader, single point, HTS; 7,8-diaminopelargonic acid synthase BioA (Mycobacterium tuberculosis); AID 602481, 2012; actives 0.096% (n = 360,000); purified M. tuberculosis BioA enzyme; inhibition, % at 9.99 µM; in the data active means inhibition above about 40%
Rv3671c protease – Rv3671c serine protease inhibitors, primary screen, biochemical, fluorescence polarization, M. tuberculosis H37Rv; P9WHR9; actives 0.048% (n = 320,000); inhibition, % at 5.96 µM; in the data active means inhibition above about 38%;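 further: extracellular domain of Rv3671c used as enzyme; 0% = enzyme with DMSO and 100% = no enzyme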
Target sequence (P9WHR9 whole entry, looked up, the tested form may be a part): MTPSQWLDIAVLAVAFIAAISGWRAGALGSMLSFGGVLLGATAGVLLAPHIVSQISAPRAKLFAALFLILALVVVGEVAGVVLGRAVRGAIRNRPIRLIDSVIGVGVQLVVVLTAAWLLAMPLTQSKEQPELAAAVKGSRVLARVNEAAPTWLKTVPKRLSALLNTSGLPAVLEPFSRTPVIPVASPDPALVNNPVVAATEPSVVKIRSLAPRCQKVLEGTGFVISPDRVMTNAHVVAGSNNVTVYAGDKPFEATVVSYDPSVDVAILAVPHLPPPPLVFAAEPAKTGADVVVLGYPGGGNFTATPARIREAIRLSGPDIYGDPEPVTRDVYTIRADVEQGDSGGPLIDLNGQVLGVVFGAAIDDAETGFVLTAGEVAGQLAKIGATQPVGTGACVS
PriA SSB inh – inhibitors of Klebsiella pneumoniae PriA binding to SSB C-terminal tail, primary screen, biochemical, AlphaScreen | PriA–SSB C-terminal tail interaction (Klebsiella pneumoniae) | AlphaScreen SSBct-PriA binding, biotinylated peptide | inhibition, % at 33 µM | actives 0.6% (n = 430,000) | AID 1272365, 2023; in the data active means inhibition mostly above about 37%, no sharp cut-off; inactive means mostly below about 20%;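 further: plate controls were negative control peptide for no effect and reference peptide for full effect; strong numbers were not always called active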
UGM FP inh – M. tuberculosis UGM enzyme inhibitors, primary screen, biochemical, fluorescence polarization, single point. UDP-galactopyranose mutase (Mycobacterium tuberculosis (strain ATCC 25618 / H37Rv)), …. purified UGM, fluorescence polarization probe displacement. inhibition, % at 10 µM. actives 0.06% (n = 320,000); in the data active means inhibition above about 10%, passing the limit was not always enough
VHR inh abs – VHR1 phosphatase inhibitors, primary screen, biochemical, absorbance, uHTS. actives 0.52% (n = 290,000). recombinant VHR phosphatase, pNPP absorbance. AID 1654, 2009. inhibition, % at 13.3 µM; in the data active means inhibition above about 50%; further: some compounds called inactive have numbers as strong as hits
Target sequence (P51452 whole entry, looked up): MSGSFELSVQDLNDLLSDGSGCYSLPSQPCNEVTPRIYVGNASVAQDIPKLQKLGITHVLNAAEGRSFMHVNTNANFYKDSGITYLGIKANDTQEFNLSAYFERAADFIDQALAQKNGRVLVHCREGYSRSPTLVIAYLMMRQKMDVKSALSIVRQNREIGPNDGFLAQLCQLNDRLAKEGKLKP
GDH-TPI counter – GDH-TPI coupling enzyme inhibitors, primary screen, artefact control for M. tuberculosis FBA inhibitor project, biochemical, absorbance, full deck. actives 1.2% (n = 360,000). inhibition, % at 4.8 µM. AID 588335, 2011. GDH-TPI coupled enzyme counterscreen, NADH absorbance; in the data active means inhibition above about 30%;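 further: 0% = DMSO wells and 100% = wells lacking the enzyme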
Mtb FBA inh – Mtb FBA enzyme inhibitors, primary screen, biochemical, fluorescence, strain H37Rv; Fructose-bisphosphate aldolase (Mycobacterium tuberculosis (strain ATCC 25618 / H37Rv)), …; purified M. tuberculosis FBA, fluorescence read-out; inhibition, % at 1 µM; actives 2.3% (n = 360,000); AID 588726, 2011; in the data active means inhibition above about 27%;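 further: 0% = vehicle and 100% = reference inhibitor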
Target sequence (P9WQA3 whole entry, looked up): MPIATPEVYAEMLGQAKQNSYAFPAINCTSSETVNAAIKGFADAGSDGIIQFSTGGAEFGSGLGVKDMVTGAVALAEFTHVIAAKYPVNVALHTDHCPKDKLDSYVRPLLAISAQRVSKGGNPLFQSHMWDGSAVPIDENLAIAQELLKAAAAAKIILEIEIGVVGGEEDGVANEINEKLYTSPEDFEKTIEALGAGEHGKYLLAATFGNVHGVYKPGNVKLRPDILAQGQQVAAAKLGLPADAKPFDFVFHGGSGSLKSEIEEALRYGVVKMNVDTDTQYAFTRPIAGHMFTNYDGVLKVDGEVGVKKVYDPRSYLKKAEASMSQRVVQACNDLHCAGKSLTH
The depositor's hits bear a star; & = joins results of further samples. An excerpt; rates above refer to the full screens.

For C[C@H](CO)N1C[C@H](C)[C@H](CN(C)C(=O)Nc2ccc3c(c2)OCO3)Oc2ncc(Br)cc2C1=O the results were MazEF act 3, Vc quorum ag -0.4, Mtb BioA inh 0.2&-0.2, GDH-TPI counter -5 and Mtb FBA inh -2.
For CCc1cc2c(COC(=O)c3cccc(S(C)(=O)=O)c3)cc(=O)oc2cc1O the results were MazEF act 10, Vc quorum ag -0.3, 3CLpro inhibitor 2, Mtb BioA inh 0.4, Rv3671c protease -7, PriA SSB inh -2, UGM FP inh -1.4, VHR inh abs 13, GDH-TPI counter 4 and Mtb FBA inh 14.
Screening O=C(N/C(=C\c1ccco1)C(=O)N1CCC(O)CC1)c1ccccc1 returned MazEF act 12, Vc quorum ag -0.2, 3CLpro inhibitor 3, Mtb BioA inh 5.5, Rv3671c protease -9, PriA SSB inh -8, UGM FP inh -2.0, VHR inh abs 7, GDH-TPI counter 5 and Mtb FBA inh -1.
`CCn1c(=O)cc(OCC(=O)NCCc2cccc(C)c2)c2ccccc21` gave MazEF act 0, Vc quorum ag 0.2, 3CLpro inhibitor -2, Mtb BioA inh 0.5, Rv3671c protease 4, PriA SSB inh 11, UGM FP inh -1.2, VHR inh abs -19, GDH-TPI counter -2 and Mtb FBA inh 3.
`Cc1cc(-c2ccccc2)nc(SCc2ccc(C(=O)O)cc2)n1` gave MazEF act 7, Vc quorum ag -0.3, 3CLpro inhibitor 6, Mtb BioA inh -0.2, PriA SSB inh -12, UGM FP inh -0.1, VHR inh abs -10, GDH-TPI counter 7 and Mtb FBA inh 0.
CC(C)(C)OC(=O)N1CCCC(C(=O)Nc2cccc(C(=O)NCCCCc3ccccc3)c2)C1 (centres undefined) was read as MazEF act -3, Vc quorum ag 0.7, Mtb BioA inh -0.6, PriA SSB inh -1, GDH-TPI counter 8 and Mtb FBA inh 1.
`C=C(C)CN(CC)C(=O)CCc1nnc(CCc2c[nH]c3ccccc23)o1` gave MazEF act 1, Vc quorum ag -0.2, 3CLpro inhibitor 4, Rv3671c protease 16, PriA SSB inh -11, UGM FP inh -2.4, VHR inh abs 18, GDH-TPI counter 5 and Mtb FBA inh 2.
CCOc1ccc(C(=O)CN2CCN(S(=O)(=O)c3ccc(Br)cc3)CC2)cc1 was read as MazEF act 0, Vc quorum ag inactive, 3CLpro inhibitor 1, Mtb BioA inh -0.8, Rv3671c protease 5, PriA SSB inh -3, UGM FP inh 0.1, VHR inh abs 32, GDH-TPI counter -6 and Mtb FBA inh -1.
For CCc1ccccc1-n1nnnc1-c1cnccc1C(F)(F)F the results were MazEF act 3, Vc quorum ag 0.8, 3CLpro inhibitor -1, Mtb BioA inh 1.2, Rv3671c protease 1, PriA SSB inh 0, UGM FP inh 1.2, VHR inh abs 0, GDH-TPI counter -1 and Mtb FBA inh 7.
Screening CCOC(=O)Cc1cnc(NC(=O)Cn2nnc(-c3ccc(OCC)cc3)n2)s1 returned MazEF act 4, Vc quorum ag 0.7, 3CLpro inhibitor 2, Mtb BioA inh -0.7, Rv3671c protease -3, PriA SSB inh -16, UGM FP inh 0.2, VHR inh abs 32, GDH-TPI counter 1 and Mtb FBA inh 0.
Clc1ccccc1/C=C/c1nc(-c2ccccn2)no1 was read as MazEF act 6, Vc quorum ag -0.2, 3CLpro inhibitor 1, Mtb BioA inh -2.5, Rv3671c protease -5, PriA SSB inh -4, UGM FP inh 2.3, VHR inh abs -14, GDH-TPI counter 10 and Mtb FBA inh 2.
O=S(=O)(c1cccc2ccccc12)n1nnc2ccccc21 was read as MazEF act 2, 3CLpro inhibitor 4, Rv3671c protease -2, PriA SSB inh 5, UGM FP inh 0.6 and VHR inh abs -12.

Continued, starting with the last two of the part before.
Clc1ccccc1/C=C/c1nc(-c2ccccn2)no1 was read as MazEF act 6, Vc quorum ag -0.2, 3CLpro inhibitor 1, Mtb BioA inh -2.5, Rv3671c protease -5, PriA SSB inh -4, UGM FP inh 2.3, VHR inh abs -14, GDH-TPI counter 10 and Mtb FBA inh 2.
O=S(=O)(c1cccc2ccccc12)n1nnc2ccccc21 was read as MazEF act 2, 3CLpro inhibitor 4, Rv3671c protease -2, PriA SSB inh 5, UGM FP inh 0.6 and VHR inh abs -12.
Screening O=c1c2ccccc2nc(-c2cccs2)n1-c1ccccc1 returned MazEF act -3, Vc quorum ag -8.3, 3CLpro inhibitor -1, Mtb BioA inh 0.9, Rv3671c protease -8, PriA SSB inh -9, UGM FP inh 0.7, VHR inh abs 10, GDH-TPI counter 8 and Mtb FBA inh 3.
COc1cccc(NC(=O)CN(c2ccc3c(c2)OCO3)S(C)(=O)=O)c1 was read as MazEF act 5, Vc quorum ag inactive, 3CLpro inhibitor 4, Rv3671c protease -1, PriA SSB inh -5, UGM FP inh 0.9, VHR inh abs 21, GDH-TPI counter 8 and Mtb FBA inh 3.
Cc1cc(=O)oc2c(C)c(OCC(=O)N3CCN(C(=O)C4COc5ccccc5O4)CC3)ccc12 (centres undefined) was read as MazEF act 0, Vc quorum ag inactive, 3CLpro inhibitor -2, Mtb BioA inh 0.9, Rv3671c protease -7, PriA SSB inh -4, UGM FP inh 1.4, VHR inh abs 6, GDH-TPI counter 17 and Mtb FBA inh 32*.
Screening COCCN(Cc1cccs1)S(=O)(=O)c1csc(C(N)=O)c1 returned MazEF act 1, Vc quorum ag inactive, 3CLpro inhibitor 1, Mtb BioA inh -0.2, Rv3671c protease -5, PriA SSB inh -6, UGM FP inh -1.9, VHR inh abs 8, GDH-TPI counter 5 and Mtb FBA inh 2.
COc1ccc(CCNC(=O)COc2ccc(N(C)S(=O)(=O)c3ccc(Cl)cc3)cc2)cc1 was read as MazEF act -23, Vc quorum ag inactive, 3CLpro inhibitor 3, PriA SSB inh -6, VHR inh abs 34, GDH-TPI counter -2 and Mtb FBA inh -1.
For CN(C(=O)c1ccco1)C1(c2ccccc2Cl)CCCCC1=O (centres undefined) the results were MazEF act 16, Vc quorum ag 0.3, 3CLpro inhibitor 0, Mtb BioA inh -1.3, Rv3671c protease 1, PriA SSB inh 2, UGM FP inh -1.6, VHR inh abs 32, GDH-TPI counter -9 and Mtb FBA inh 1.
For Cn1c(=O)oc2cc(S(=O)(=O)Nc3cccc([N+](=O)[O-])c3)ccc21 the results were MazEF act 7, Vc quorum ag 1.1, 3CLpro inhibitor -2, Mtb BioA inh 0.0, Rv3671c protease -10, PriA SSB inh 12, UGM FP inh -0.8, VHR inh abs 10, GDH-TPI counter 7 and Mtb FBA inh 3.
`COc1cccc(/C=C2/SC(=S)N(CC(=O)NNC(=O)c3ccccc3OC)C2=O)c1` gave MazEF act -3, Vc quorum ag -0.3, 3CLpro inhibitor 2, Mtb BioA inh -5.8, Rv3671c protease -1, PriA SSB inh -12, UGM FP inh 9.4, VHR inh abs 20, GDH-TPI counter 5 and Mtb FBA inh 0.
For CCOC(=O)C1CCN(C(=O)C2CCN(c3nn4c(=O)cc(C)nc4s3)CC2)CC1 the results were MazEF act -1, Vc quorum ag 0.2, 3CLpro inhibitor 2, Mtb BioA inh -0.8, Rv3671c protease 1, PriA SSB inh 2, UGM FP inh 2.1, VHR inh abs 23, GDH-TPI counter 7 and Mtb FBA inh -3.
For O=S(=O)(c1ccc(S(=O)(=O)N2CCCC2)cc1)N1CCCCCC1 the results were MazEF act -2, Vc quorum ag inactive, 3CLpro inhibitor 2, Mtb BioA inh 0.3, Rv3671c protease -8, PriA SSB inh -21, UGM FP inh 3.3, VHR inh abs 13, GDH-TPI counter 9 and Mtb FBA inh 2.
For Cc1ccc(S(=O)(=O)N2CCN(C(=O)COC(=O)/C=C/c3ccccc3[N+](=O)[O-])CC2)c(C)c1 the results were MazEF act -1, Vc quorum ag -12, Mtb BioA inh -2.5, Rv3671c protease -1, PriA SSB inh 11, UGM FP inh 0.4, GDH-TPI counter 8 and Mtb FBA inh 3.
For CC(=O)NCCNc1nc2cc(-c3ccc(Cl)cc3C)sc2c(=O)n1C the results were Vc quorum ag -0.3, Mtb BioA inh 0.5, GDH-TPI counter 3 and Mtb FBA inh 3.
O=C(O)[C@H](Cc1ccccc1)NC(=O)N1CCCCCC1 was read as MazEF act -2, Vc quorum ag -0.1, 3CLpro inhibitor 2, Mtb BioA inh 0.1, Rv3671c protease 3, PriA SSB inh -5, UGM FP inh 0.1, VHR inh abs 2, GDH-TPI counter 8 and Mtb FBA inh 2.
For CCCCCCCC(=O)NC(Oc1ccccc1[N+](=O)[O-])C(Cl)(Cl)Cl (centres undefined) the results were MazEF act 0, Vc quorum ag inactive, 3CLpro inhibitor -1, Mtb BioA inh 0.5, Rv3671c protease 11, PriA SSB inh -5, UGM FP inh -0.9, VHR inh abs 10, GDH-TPI counter 10 and Mtb FBA inh -3.
CCCn1c(SCc2nc(-c3cccs3)no2)nnc1-c1ccncc1 was read as MazEF act 1, Vc quorum ag inactive, 3CLpro inhibitor 5, Mtb BioA inh 17, Rv3671c protease -6, PriA SSB inh -7, UGM FP inh -4.6, VHR inh abs 13, GDH-TPI counter -5 and Mtb FBA inh -1.
CC(=O)Nc1nc(=O)c2ccccc2s1 was read as MazEF act 0, Vc quorum ag -7.1, 3CLpro inhibitor -3, Mtb BioA inh 0.9, Rv3671c protease 3, PriA SSB inh -4, UGM FP inh 0.7, VHR inh abs 3, GDH-TPI counter -2 and Mtb FBA inh 0.
CCC(=O)Nc1c(S(=O)(=O)c2ccccc2)c2nc3ccccc3nc2n1C(C)c1ccccc1 (centres undefined) was read as MazEF act 0, Vc quorum ag 0.6, 3CLpro inhibitor -2, Rv3671c protease -22, PriA SSB inh -3, UGM FP inh 0.7, VHR inh abs 0, GDH-TPI counter 27 and Mtb FBA inh 73*.
CC(C)c1ccccc1OCCNC(=O)c1cccnc1 was read as MazEF act 5, Vc quorum ag 0.4, 3CLpro inhibitor 0, Rv3671c protease -1, PriA SSB inh -15, UGM FP inh -0.2, VHR inh abs -3, GDH-TPI counter 5 and Mtb FBA inh 2.
Screening O=C(CSc1nnnn1C1CC1)N1CCN(c2ccccc2F)CC1 returned MazEF act 7, Vc quorum ag inactive, Mtb BioA inh 0.1, Rv3671c protease -2, PriA SSB inh -1, UGM FP inh 0.3, GDH-TPI counter 3 and Mtb FBA inh 2.

Sorted by heavy-atom count (low to high): some entries from above.
CC(=O)Nc1nc(=O)c2ccccc2s1 was read as MazEF act 0, Vc quorum ag -7.1, 3CLpro inhibitor -3, Mtb BioA inh 0.9, Rv3671c protease 3, PriA SSB inh -4, UGM FP inh 0.7, VHR inh abs 3, GDH-TPI counter -2 and Mtb FBA inh 0.
For CCCCCCCC(=O)NC(Oc1ccccc1[N+](=O)[O-])C(Cl)(Cl)Cl (centres undefined) the results were MazEF act 0, Vc quorum ag inactive, 3CLpro inhibitor -1, Mtb BioA inh 0.5, Rv3671c protease 11, PriA SSB inh -5, UGM FP inh -0.9, VHR inh abs 10, GDH-TPI counter 10 and Mtb FBA inh -3.
CCC(=O)Nc1c(S(=O)(=O)c2ccccc2)c2nc3ccccc3nc2n1C(C)c1ccccc1 (centres undefined) was read as MazEF act 0, Vc quorum ag 0.6, 3CLpro inhibitor -2, Rv3671c protease -22, PriA SSB inh -3, UGM FP inh 0.7, VHR inh abs 0, GDH-TPI counter 27 and Mtb FBA inh 73*.

Source: PubChem BioAssay (several laboratories)
